NS5 inhibitors: Dengue-2 NS5 methyltransferase inhibitors, primary screen, biochemical, confirmation dose response (AID 588689); hit rate 0.3% among 340,000; Dengue-2 NS5 methyltransferase capping enzyme assay, biochemical; higher % means a stronger effect; inhibition, % at 25 µM, or IC50 in µM where a hit was titrated; in the data active = a potency from the dose series; inconclusive = inhibition above about 29% without an active follow-up result
UTI89 phage lysis: inhibition of K1F phage lysis, E. coli UTI89, bacterial capsule biogenesis inhibitors, alamar blue (AID 488966). hit rate 0.02% among 340,000. E. coli UTI89 K1F phage lysis, alamar blue, 2 h; higher % means a stronger effect. one-dose inhibition, % at 100 µM; IC50 in µM for titrated hits;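 active = phage lysis inhibition, versus mean bacterial control, above a set limit; inconclusive = no clear call, values can overlap the other calls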;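 also: capsule biogenesis inhibitors block K1F phage lysis so surviving cells raise fluorescence; higher fluorescence means more inhibition of phage lysis; actives were called in the ten point dose series up to 300 µM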
NTR1 ag: NTR1-driven beta-arrestin-GFP spot formation – imaging, U2OS cells, high content, primary screen (AID 493036); P30989; agonist mode; activation, % at 20 µM; hit rate 0.17% among 330,000;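 active = activation at or above 40% of the spot to cytoplasm intensity ratio, with at least 20 cells analyzed; inconclusive = wells under 20 cells, flagged as cytotoxic or low count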;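 also: 0% = DMSO without peptide and 100% = 100 nM NTR1 peptide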
Target sequence (P30989 whole entry, looked up): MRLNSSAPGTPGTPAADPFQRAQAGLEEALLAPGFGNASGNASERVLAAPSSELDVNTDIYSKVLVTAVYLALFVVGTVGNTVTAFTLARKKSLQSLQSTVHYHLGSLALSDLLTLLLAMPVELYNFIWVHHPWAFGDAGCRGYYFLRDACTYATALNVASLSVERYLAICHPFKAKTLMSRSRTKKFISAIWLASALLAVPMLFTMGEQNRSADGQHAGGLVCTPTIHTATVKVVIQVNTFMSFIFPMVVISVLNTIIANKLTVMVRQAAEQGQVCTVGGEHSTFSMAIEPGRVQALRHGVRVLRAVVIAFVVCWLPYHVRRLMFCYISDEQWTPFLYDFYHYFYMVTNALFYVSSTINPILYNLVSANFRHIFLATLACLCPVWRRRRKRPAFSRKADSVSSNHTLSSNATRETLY
West Nile virus CPE: inhibition of WNV-induced cytopathic effect – cell-based, CPE readout (AID 1621) | hit rate 0.02% among 290,000 | West Nile virus-infected cells, CPE inhibition; higher % means a stronger effect | CPE inhibition, % at 10 µM; hits with a dose series show IC50 in µM; in the data active = a potency from the dose series; inconclusive = CPE inhibition mostly from about 3.7% at the one dose, without a potency; inactive = the rest, 99 in 100 with CPE inhibition below about 2.2%; also: strong numbers were not always called active
SIAH1 antagonists: Siah-1 peptide-binding antagonists, primary screen, biochemical, fluorescence polarization, rhodamine-plectin, uHTS (AID 1817); Siah-1 / rhodamine-plectin peptide fluorescence polarization; higher % means a stronger effect; displacement, % at 20 µM; hits with a dose series show IC50 in µM; hit rate 0.02% among 290,000;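 active = displacement of at least 50% at 20 µM, with a fluorescence ratio check between 0.3 and a set limit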;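 also: plate controls were Siah plus tracer with DMSO for no effect and tracer alone without Siah for full effect; strong numbers were not always called active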
AID2073: inhibitors of Mint1-CaV2.2 protein interaction, biochemical, HTRF (AID 2073); HTRF protein-protein interaction, Mint1-CaV2.2; higher % means a stronger effect; inhibition, % at 20 µM, or IC50 in µM where a hit was titrated; hit rate 0.19% among 290,000; in the data active = inhibition mostly above about 51%, no sharp cut-off; inconclusive = no clear call, values can overlap the other calls; inactive = mostly below about 53%; also: some results filed as inactive read as strong as hits
SV40 large T antigen: TAg ATPase/helicase activity blockers – biochemical (AID 1903). hit rate 0.39% among 310,000. SV40 large T antigen ATPase/helicase inhibition assay; higher % means a stronger effect. one-dose inhibition, % at 20 µM; IC50 in µM for titrated hits; in the data active = a potency from the dose series; inconclusive = inhibition mostly from about 32% at the one dose, without a potency; inactive = the rest, 99 in 100 with inhibition below about 32%; also: strong numbers were not always called active
RSV CPE inhibition: RSV antiviral activity via CPE protection, HEp-2 cells, primary 10 µM value included (AID 2391); HEp-2 cells, RSV-induced CPE inhibition; higher % means a stronger effect; CPE inhibition, % at 10 µM, or IC50 in µM where a hit was titrated; hit rate 0.13% among 310,000; in the data active = a potency from the dose series; inconclusive = CPE inhibition mostly from about 23% at the one dose, without a potency; inactive = the rest, 99 in 100 with CPE inhibition below about 21%; also: strong numbers were not always called active
Rac1 GTP hydrolysis: MgcRacGAP GTPase-activating activity inhibitors, confirmation, biochemical, ADP Hunter fluorescence | MgcRacGAP-stimulated Rac1 GTP hydrolysis, ADP Hunter fluorescence; higher % means a stronger effect; GST-tagged Rac1 F28L mutant substrate | inhibition, % at 30 µM; hits with a dose series show IC50 in µM | hit rate 0.6% among 340,000 | AID 624330;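 active = first-screen hits whose inhibition reached a set limit at any dose in the follow-up dose series; inconclusive = inhibition above the set first-screen limit but never retested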;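 also: fluorescence reports GDP produced by GAP-driven GTP hydrolysis; strong numbers were not always called active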
NTR1 ag cell count 20 µM: also measured in NTR1 ag; calls as there; cell count; measured here: cell count, cytotoxicity flag
NS5 inhibitors pilot replicate: recorded beside NS5 inhibitors, whose call it bears; inhibition, %; measured here: pilot screen replicate inhibition
* marks the source's active call; other numbers are inactive results; u = inconclusive; x = not tested or not shown; & = joins results of further samples; [ ] = another dose, or the depositor's remark.

SMILES	NS5 inhibitors	UTI89 phage lysis	NTR1 ag	NTR1 ag cell count 20 µM	West Nile virus CPE	SIAH1 antagonists	AID2073	SV40 large T antigen	RSV CPE inhibition	Rac1 GTP hydrolysis	others
COc1ccc(Cc2noc(CN3CCC(c4ccncc4)CC3)n2)cc1OC	5%	0.1%[50 µM]	2.1	61	-1.4%	0%	1%	10%	-0.1%	14%
Cc1cc(C(N)=O)nn1-c1c(Cl)cc(Cl)cc1Cl	-1%	0.4%	3.5	61	0.0%	-3%	4%	1%	4.2%	6%
COc1cc(C(c2sc3nc(C)nn3c2O)N2CCC3(CC2)OCCO3)cc(OC)c1OC (stereo unspecified)	-11%	3.9%	-0.1	61	0.9%	-1%	0%	9%	1.4%	5%
O=C(CCN1CCN(S(=O)(=O)c2ccc(Cl)cc2)CC1)Nc1ccccc1F	1%	0.1%	4.2	49	0.1%	8%	0%	7%	5.1%	9%
CCOC(=O)Cc1csc(NC(=O)CC)n1	1%	0.5%	-0.2	42	0.3%	-1%	8%	3%	0.8%	-1%
Cc1ccc(N2CCN(C(=O)c3ccccc3F)CC2)c(C)c1	-3%	2.0%	-2.3	61	-0.4%	9%	-1%	5%	4.0%	7%
COC(=O)C(=N/Nc1ccccc1C(=O)OC)/C(C)=N/O	6%	-0.5%	0.1	54	-0.5%	-1%	14%	6%	15%	-6%
CC(C)CNC(=O)/C=C/C(=O)O	8%	0.4%	-0.3	86	-0.1%&0.1%	12%&-1%	-4%&-4%	-6%	1.4%	2%
COc1cc(C(=O)OCC(=O)N(C)C)cc(NC(=O)c2ccco2)c1OC	-6%	-0.2%	1.0	80	1.1%	-1%	-3%	3%	5.1%	4%
Cc1ccc(-c2noc(CN3CCCCC3)n2)cc1	0%	0.2%	-0.8	75	0.4%	-1%	0%	-3%	-0.1%	4%
CSc1ncc(Cl)c(C(=O)Nc2ccc(NC(C)=O)cc2)n1	-12%	-0.1%	2.8	56	-0.4%	5%	2%	6%	0.9%	4%
CN(C)CCCOC(=O)C1c2ccccc2Oc2ccccc21	-8%	2.9%	-1.2	59	1.5%	-2%	-1%	5%	1.0%	5%
CCc1cccc(CC)c1NC(=O)CO/N=C(\N)CC(=O)NC1CCCCC1	-5%	0.1%	1.3	53	-0.3%	10%	-4%	2%	-0.3%	7%
O=C(O)/C=C/C(=O)Nc1ccc(C(=O)c2ccccc2)cc1	-5%	0.2%	0.9	31	0.2%	5%	-1%	4%	0.8%	6%
COc1ccc(NC(=S)Nn2cnnc2)c(OC)c1	-1%	-0.1%	0.5	96	-0.2%	-1%	-5%	10%	1.6%	15%
CC1Cc2ccccc2N1C(=O)C1CCCCN1S(=O)(=O)c1ccccc1 (stereo unspecified)	-4%	2.8%	0.8	51	-0.1%	1%	-5%	17%	-1.5%	4%
CCOc1ccccc1NC(=O)C(c1ccccc1)N1CCN(CC(=O)N2CCOCC2)CC1 (stereo unspecified)	-6%	1.3%[50 µM]	0.7	47	x	x	x	x	2.0%	6%
COC(=O)C1=C(C)NC(=O)NC1c1ccc(OC(=O)c2ccco2)cc1 (stereo unspecified)	4%	-0.1%	-0.2	55	-0.6%	15%	-2%	3%	1.2%	3%
Cc1ccc(NS(=O)(=O)c2ccc(C(=O)OCC(=O)Nc3cc(C)on3)cc2)cc1	1%	0.9%	x	x	0.0%	14%	14%	0%	x	3%
COCCN(C(=S)Nc1cccc(OC)c1)C1CCN(C(C)C)CC1	-2%	2.7%	-2.0	44	0.0%	-6%	40%	18%	0.6%	6%
O=C(Nc1ccccc1)N1CCSc2ccccc21	-3%	0.0%	-2.4	91	-0.5%	-1%	-7%	0%	2.1%	4%
Cc1cc(NS(=O)(=O)c2ccccc2)no1	-3%	0.6%	1.3	49	0.1%	0%	14%	2%	0.6%	5%
CCN1C[C@@H]2[C@@H]3C(=O)N(Cc4ccccc4)C(=O)[C@@H]3[C@](C)(C(=O)OC)N2C1=NC1CCCCC1	0%	0.3%	0.1	66	x	x	x	x	x	9%	NS5 inhibitors pilot replicate=-3.1
CCCCn1c(SCc2ccc(C(=O)OC)o2)nc2cc(S(N)(=O)=O)ccc21	1%	-1.5%	3.7	42	-1.0%	-4%	-5%	11%	0.7%	-2%
c1ccc(-c2nc(NCc3cccs3)c3ccccc3n2)cc1	1%	0.0%	8.6	54	-0.3%	2%	9%	15%	u	6%
C=C(Br)CN1CCN(CC(=C)Br)CC1	-6%	1.8%	2.3	36	0.0%	-1%	3%	11%	-0.5%	8%
CCNc1nc(SC(C(C)=O)C(C)=O)nc(N(C)C)n1	-1%	1.0%	1.2	51	0.1%	2%	-11%	13%	1.9%	9%
CC(=O)c1cccc(NC(=O)CSc2nnnn2C2CCCC2)c1	5%	0.2%	-0.8	43	0.2%	0%	4%	x	x	6%
O=C(Cc1ccc(Br)cc1)OCC(=O)N1CCOCC1	1%	0.5%[50 µM]	1.1	49	x	x	x	x	x	1%
Clc1ccc(Oc2nc3c(Cl)cccc3s2)cc1Cl	1%	0.1%	2.9	51	-0.1%	6%	5%	0%	-0.5%	11%
C=C(C)c1sc(-c2ccccc2)nc1C	x	x	0.1	51	0.2%	x	x	6%	1.6%	x
CN(C)C(CNc1ncnc2ccccc12)c1c(F)cccc1Cl (stereo unspecified)	-6%	-0.4%	-0.9	63	-2.1%	-3%	4%	21%	1.2%	-3%
Cc1nc2ccc(NC(=O)c3cccc(S(=O)(=O)N4CC(C)OC(C)C4)c3)cc2s1 (stereo unspecified)	-8%	8.9%	0.0	65	0.2%	2%	5%	11%	21%	6%
CN(C)c1ccnc(Nc2ccc(F)cc2)c1C#N	x	x	0.0	55	-0.3%	-2%	-12%	30%	-1.1%	x
O=S(=O)(Cc1cc(N2CCOCC2)nc(-c2ccccn2)n1)c1ccccc1	1%	-0.8%	-0.5	48	1.6%	-2%	13%	4%	1.0%	1%
CCCc1nc(SCC(=O)c2ccc(F)cc2)c2ccccc2n1	3%	0.1%	6.2	29	-0.2%	6%	8%	18%	4.1%	23%
Cc1[nH]c(=O)[nH]c(=O)c1S(=O)(=O)Nc1ccc(Cl)c([N+](=O)[O-])c1	-5%	0.2%	0.6	51	0.3%	1%	10%	4%	1.9%	8%
CCc1nnc(NC(=O)CCC(=O)N2CCCC(O)C2)s1 (stereo unspecified)	-5%	-0.2%	0.5	46	-0.5%	10%	-4%	7%	0.8%	6%
CC(=O)N1CCN(c2ccc(NC(=S)NC(=O)c3ccc(C)c([N+](=O)[O-])c3)cc2)CC1	-2%	-0.4%	0.7	45	-0.2%	5%	-20%	17%	1.3%	14%
CCOC(=O)Cn1ncc2c(=O)oc3ccccc3c21	2%	5.4%	-3.6	48	0.1%	3%	-3%	11%	2.2%	2%
CCc1ccc(C(C(=O)NC2CCCCC2)N(C(=O)c2ccccn2)c2cccnc2)cc1 (stereo unspecified)	x	x	-0.6	53	0.2%	2%	-12%	10%	-1.2%	x
OCCNCCCCOc1ccc(OCc2ccccc2)cc1	-5%	0.3%	2.0	57	-1.9%	-2%	0%	14%	0.1%	4%
CC(=O)Nc1ccc(NC(=O)C(C)OC(=O)C2(c3ccccc3F)CCCC2)cc1 (stereo unspecified)	-7%	0.1%[50 µM]	-2.4	52	x	x	x	x	2.6%	3%
CCOC(=O)CNC(=O)CNC(=O)c1ccc(OC)cc1	3%	0.5%	1.2	57	0.4%	4%	-4%	13%	-0.5%	18%
CNC(=O)c1c(NC(=O)c2ccc(S(=O)(=O)N3CCCC3)cc2)sc2c1CCN(C(C)C)C2	x	x	-0.1	60	1.3%	-6%	-13%	4%	1.4%	x

Of the compounds above, 2 contain a COOH group:
SMILES	NS5 inhibitors	UTI89 phage lysis	NTR1 ag	NTR1 ag cell count 20 µM	West Nile virus CPE	SIAH1 antagonists	AID2073	SV40 large T antigen	RSV CPE inhibition	Rac1 GTP hydrolysis	others
CC(C)CNC(=O)/C=C/C(=O)O	8%	0.4%	-0.3	86	-0.1%&0.1%	12%&-1%	-4%&-4%	-6%	1.4%	2%
O=C(O)/C=C/C(=O)Nc1ccc(C(=O)c2ccccc2)cc1	-5%	0.2%	0.9	31	0.2%	5%	-1%	4%	0.8%	6%

Remaining list, next part
SMILES	NS5 inhibitors	UTI89 phage lysis	NTR1 ag	NTR1 ag cell count 20 µM	West Nile virus CPE	SIAH1 antagonists	AID2073	SV40 large T antigen	RSV CPE inhibition	Rac1 GTP hydrolysis	others
O=C(OCc1ccccc1C(F)(F)F)c1cc([N+](=O)[O-])ccc1N1CCOCC1	4%	0.2%[50 µM]	7.4	51	1.6%	-2%	3%	6%	13%	7%
CCOC(=O)N1CCN(C(=O)c2ccc3nc4ccc(Cl)cc4c(=O)n3c2)CC1	-6%	7.7%	1.0	83	0.9%	-3%	40%	20%	-0.6%	2%
NC(=O)NC(=O)COC(=O)CCCCCNS(=O)(=O)c1ccc2c(c1)OCCO2	0%	0.3%	0.6	60	0.2%	-3%	7%	12%	1.7%	10%
Cn1cc(C(=O)N2CCCCC2)c(=O)c2cc(S(=O)(=O)N3CCCC3)ccc21	-3%	0.4%	0.7	64	0.0%	12%	10%	7%	0.8%	11%
CCN(C(=O)CSc1nc2ccccc2c(=O)n1CCOC)C1CCS(=O)(=O)C1 (stereo unspecified)	1%	0.3%	0.2	73	0.1%	6%	-7%	5%	0.7%	8%
CC(C)n1nnnc1SCC(=O)NCc1ccco1	6%	2.2%	0.7	64	0.6%	x	x	3%	0.1%	12%
CC(=O)NCCNc1nc2c(-c3cccc(C)c3)nnn2c2ccccc12	-2%	-2.7%	2.6	40	0.8%	-4%	23%	3%	1.5%	-8%
O=C(CSc1nc2[nH]ncc2c(=O)[nH]1)NCc1ccc(F)cc1	-8%	0.0%	0.6	68	0.0%	4%	1%	11%	1.1%	3%
COc1ccc(C(=O)NC(=S)N2CCN(c3ccccc3OC)CC2)cc1	-2%	0.2%	0.2	54	-0.6%	-1%	-14%	3%	u	5%
Cc1ccc(C(=O)NNC(=O)c2ccc3ncccc3c2)cc1	-7%	-0.1%	x	x	0.0%	1%	6%	27%	x	-7%

As a working copy, part of the list above:
SMILES	NS5 inhibitors	UTI89 phage lysis	NTR1 ag	NTR1 ag cell count 20 µM	West Nile virus CPE	SIAH1 antagonists	AID2073	SV40 large T antigen	RSV CPE inhibition	Rac1 GTP hydrolysis	others
COc1ccc(C(=O)NC(=S)N2CCN(c3ccccc3OC)CC2)cc1	-2%	0.2%	0.2	54	-0.6%	-1%	-14%	3%	u	5%
Cc1ccc(C(=O)NNC(=O)c2ccc3ncccc3c2)cc1	-7%	-0.1%	x	x	0.0%	1%	6%	27%	x	-7%

Bioassay records (PubChem BioAssay)

The order is random, and some 1.6% of all compounds hit somewhere here.
